Screening results deposited in PubChem by Broad Institute.
TcdB GH inh: TcdB glycohydrolase inhibition | P18177 | TcdB glycohydrolase enzymatic assay, plate reader | AID 652162 | inhibition, % at 9.99 µM | actives 0.24% (n = 350,000); in the data active means inhibition above about 10%
Mtb BioA inh: blocks M. tuberculosis BioA enzyme activity; purified M. tuberculosis BioA enzyme, plate reader; inhibition, % at 9.99 µM; actives 0.096% (n = 360,000); AID 602481; in the data active means inhibition above about 40%
An asterisk follows results filed as active.

Results follow in this order: Mtb BioA inh | TcdB GH inh
- COc1ccc(CN(C)C[C@H]2OCCCC[C@@H](C)Oc3ccc(NS(C)(=O)=O)cc3C(=O)N([C@@H](C)CO)C[C@@H]2C)cc1
→ 4.5 | -0.1
- OC[C@@H]1[C@H](c2ccc(-c3cccc(F)c3)cc2)[C@H]2CN(CCC(F)(F)F)CCCCN12
→ 11 | 0.6
- COc1ccc(CNC(=O)N(C)C[C@@H]2OCc3ccccc3-c3ccccc3C(=O)N([C@H](C)CO)C[C@H]2C)cc1
→ -0.2 | 2.1
- O=C(Cc1ccccn1)NCC[C@@H]1CC[C@H](NC(=O)Nc2ccc(C(F)(F)F)cc2)[C@@H](CO)O1
→ -1.1 | 0.4
- Cc1ccccc1S(=O)(=O)N1CCCCN2[C@H](C1)[C@H](c1ccc(C#CCN(C)C)cc1)[C@@H]2CO
→ 3.9 | 0.2
- O=C(C[C@@H]1CC[C@H]2[C@@H](COC[C@@H](O)CN2S(=O)(=O)c2ccccc2)O1)Nc1ccccc1
→ -1.5 | -0.4
- C[C@H](CO)N1C[C@H](C)[C@@H](CN(C)S(C)(=O)=O)Oc2ncc(-c3ccc(F)cc3)cc2C1=O
→ 0.7 | 1.3
- O=C(C[C@H]1CC[C@H]2[C@@H](COC[C@@H](O)CN2Cc2ccc(Cl)cc2)O1)NCCc1ccccc1
→ 0.0 | -0.1
- C[C@@H]1CCCCO[C@@H](CN(C)S(=O)(=O)c2ccc(Cl)cc2)[C@@H](C)CN([C@H](C)CO)C(=O)c2cc(NC(=O)Nc3ccccc3)ccc2O1
→ -0.5 | 0.4
- O=C(CCN1CCCCC1)N[C@@H]1CC[C@H](CCn2cc(-c3ccc(F)cc3)nn2)O[C@H]1CO
→ -2.1 | 0.9
- CCCNC(=O)N1[C@H](CO)[C@H](c2ccccc2)[C@H]1CNC(C)=O
→ 2.8 | -2.0
- CCCNC(=O)N1C[C@@H](O)COC[C@H]2O[C@@H](CC(=O)N3CCN(C)CC3)CC[C@@H]21
→ 0.1 | 0.3
- CC(C)CC#Cc1ccc2c(c1)O[C@H](CN(C)C(=O)Cc1ccccn1)[C@H](C)CN([C@@H](C)CO)S2(=O)=O
→ 0.0 | -1.6
- CC(C)CC#Cc1cnc2c(c1)C(=O)N([C@H](C)CO)C[C@H](C)[C@@H](CN(C)C(=O)c1ccc3c(c1)OCO3)O2
→ -3.3 | 0.3
- C[C@H]1CN([C@@H](C)CO)C(=O)c2cc(-c3ccccc3)cnc2O[C@@H]1CN(C)C
→ -1.4 | 0.0
- Cc1noc(C)c1S(=O)(=O)Nc1ccc2c(c1)C(=O)N([C@H](C)CO)C[C@H](C)[C@@H](CN(C)C(=O)NC1CCCCC1)OCCCC[C@H](C)O2
→ 0.2 | -0.2
- COc1ccc(CN(C)C[C@H]2OCCCC[C@@H](C)Oc3ccc(NS(=O)(=O)c4ccc(Cl)cc4)cc3C(=O)N([C@@H](C)CO)C[C@@H]2C)cc1
→ -0.6 | 1.3
- O=C(C[C@H]1CC[C@@H]2[C@H](COC[C@H](O)CN2CCc2ccccc2)O1)NCc1ccc(Oc2ccccc2)cc1
→ -1.2 | 0.6
- CC(C)NC(=O)N(C)C[C@H]1Oc2ccc(NC(=O)Nc3cccc4ccccc34)cc2C(=O)N([C@@H](C)CO)C[C@@H]1C
→ 0.6 | 0.6
- Cc1noc(C)c1NC(=O)Nc1ccc2c(c1)C(=O)N([C@@H](C)CO)C[C@H](C)[C@@H](CN(C)C(=O)Nc1ccc(F)cc1)OCCCC[C@@H](C)O2
→ -0.7 | -0.6
- CCNC(=O)C[C@@H]1C=C[C@H](NC(=O)C2CC2)[C@@H](CO)O1
→ -3.4 | -0.8
- C[C@@H]1CN([C@H](C)CO)S(=O)(=O)c2ccc(-c3cccnc3)cc2O[C@@H]1CN(C)C(=O)c1ccc2c(c1)OCO2
→ 6.1 | -0.3
- C[C@@H]1CN([C@H](C)CO)C(=O)Cc2cc(NC(=O)Nc3cccc4ccccc34)ccc2O[C@@H]1CN(C)S(=O)(=O)c1ccccc1
→ -6.3 | 0.2
- CCCNC(=O)N(C)C[C@H]1Oc2ncc(-c3ccc(OC)cc3)cc2C(=O)N([C@H](C)CO)C[C@@H]1C
→ 3.4 | -2.0
- CCCN1[C@@H]2c3ccc(-c4ccccc4)c(=O)n3C[C@@H]2[C@@H](CO)[C@@H]1C(=O)N[C@H](C)c1ccccc1
→ 4.1 | 0.4
- C[C@@H]1CN([C@H](C)CO)C(=O)Cc2cc(NS(=O)(=O)c3ccc(F)cc3)ccc2O[C@@H]1CN(C)Cc1ccncc1
→ -0.3 | 1.1
- [N-]=[N+]=NCc1ccccc1C[C@]1(C(=O)NCC(O)CO)N=C(c2ccc(OCCCO)cc2)O[C@H]1c1ccccc1 (some centres undefined)
→ 3.3 | 0.6
- Cc1cccc(-c2ccc([C@H]3[C@H](CO)N4CCCCN(Cc5cccnc5)C[C@@H]34)cc2)c1
→ -0.8 | -0.1
- C[C@@H]1CN([C@@H](C)CO)C(=O)c2cc(C#Cc3ccccn3)cnc2O[C@H]1CN(C)C(=O)CCN1CCCCC1
→ -0.2 | 0.7
- CN1C(=O)c2cc(NC(=O)Cc3ccccc3)ccc2OC[C@H]2O[C@@H](CC(=O)NC3CCC3)CC[C@H]21
→ -2.1 | 1.6
- C[C@@H]1CCCCO[C@H](CN(C)Cc2ccncc2)[C@@H](C)CN([C@@H](C)CO)C(=O)c2cc(NC(=O)Nc3ccccc3)ccc2O1
→ -0.5 | -3.1
- COC(=O)[C@@H]1[C@@H](CO)[C@@H]2Cn3c(ccc(-c4ccc(F)cc4)c3=O)[C@@H]2N1S(C)(=O)=O
→ -1.2 | -1.0
- C[C@@H]1CN([C@@H](C)CO)C(=O)c2cc(NC(=O)CCC(F)(F)F)ccc2O[C@H]1CN(C)C(=O)Nc1ccc(C(F)(F)F)cc1
→ 3.5 | 0.3
- C[C@@H]1CN([C@@H](C)CO)S(=O)(=O)c2ccc(C#CCN(C)C)cc2O[C@@H]1CN(C)Cc1ccccc1
→ 7.8 | 0.2
- CCCNC(=O)Nc1ccc2c(c1)OC[C@H](C)N(C(=O)C1CC1)C[C@@H](C)[C@H](OC)CN(C)C2=O
→ 3.4 | -2.6
- Cc1cccc(S(=O)(=O)N2C[C@@H]3[C@H](c4ccccc42)[C@H](CO)N3CC2CCOCC2)c1
→ 8.4 | -0.2
- N#C[C@H]1[C@@H](c2ccccc2)[C@H](CO)N1S(=O)(=O)Cc1ccccc1
→ 0.4 | 0.5
- COc1ccccc1NC(=O)N[C@H]1CC[C@@H](CCn2cc(C3(O)CCCC3)nn2)O[C@H]1CO
→ 0.3 | 1.2
- COCC(=O)NC[C@@H]1[C@H](c2ccc(-c3ccccc3)cc2)[C@H](CO)N1C(C)=O
→ -3.6 | -0.5
- C[C@@H]1CCCCO[C@H](CN(C)C)[C@H](C)CN([C@@H](C)CO)C(=O)c2cc(N(C)C)ccc2O1
→ -1.6 | -24
- CC(C)C#Cc1ccc2c(c1)O[C@H](CN(C)C(=O)c1cccc(F)c1)[C@H](C)CN([C@@H](C)CO)S2(=O)=O
→ -5.0 | -2.0
- C[C@H](CO)N1C[C@H](C)[C@H](CN(C)S(=O)(=O)c2cccc(F)c2)Oc2ncc(-c3ccccc3)cc2C1=O
→ 0.9 | -9.9
- COc1ccc(CN(C)C[C@@H]2OCCCC[C@H](C)Oc3ccc(NC(=O)Nc4cccc5ccccc45)cc3C(=O)N([C@@H](C)CO)C[C@H]2C)cc1
→ -2.0 | -0.6
- C[C@H]1CN([C@@H](C)CO)C(=O)c2cc(NC(=O)Cn3cnnn3)ccc2O[C@@H]1CN(C)Cc1ccccc1
→ 0.6 | -1.1
- CCC(=O)N(C)C[C@H]1Oc2cc(-c3ccccc3C)ccc2S(=O)(=O)N([C@@H](C)CO)C[C@H]1C
→ -1.4 | -0.5
- CCCC#Cc1ccc([C@@H]2[C@@H](CO)N(C(=O)CN3CCOCC3)[C@H]2C#N)cc1
→ -1.5 | -1.3
- O=C(c1cccc(F)c1)N1CC[C@@H]2[C@H](CO)Nc3ccc(C#Cc4cccc(F)c4)cc3[C@@H]21
→ -3.2 | -0.2
- CCNC(=O)[C@@H]1[C@@H](CO)[C@@H]2Cn3c(ccc(-c4ccccc4)c3=O)[C@@H]2N1C(=O)C1CC1
→ -1.7 | -0.3
- COc1ccccc1CNC(=O)C[C@@H]1C[C@@H]2c3cc(NS(C)(=O)=O)ccc3O[C@@H]2[C@H](CO)O1
→ 0.5 | -0.1
- C[C@@H]1CCCCO[C@H](CN(C)CC2CCCCC2)[C@H](C)CN([C@H](C)CO)C(=O)c2cc(NC(=O)Cc3ccccc3)ccc2O1
→ 0.1 | -0.1
- C[C@@H]1CN([C@H](C)CO)C(=O)Cc2cc(NS(=O)(=O)c3ccc(F)cc3)ccc2O[C@H]1CN(C)CC1CCCCC1
→ -5.4 | -7.8
- C[C@H]1CN([C@@H](C)CO)C(=O)c2cccc(NC(=O)c3ccncc3)c2O[C@H]1CN(C)C(=O)Nc1ccc2c(c1)OCO2
→ -0.9 | 0.5
- COc1ccc(CN(C)C[C@@H]2Oc3ccc(NC(=O)Cc4ccccc4)cc3C(=O)N([C@@H](C)CO)C[C@H]2C)cc1
→ 1.6 | 1.1
- CCC(=O)Nc1ccc2c(c1)C(=O)N(C)[C@H]1CC[C@H](CC(=O)N[C@H](C)c3ccccc3)O[C@H]1CO2
→ 0.6 | 0.5
- CC(=O)N(C)C[C@H]1Oc2cc(-c3ccccc3C)ccc2S(=O)(=O)N([C@@H](C)CO)C[C@@H]1C
→ 0.2 | -0.1
- C[C@H](CO)N1C[C@H](C)[C@H](CN(C)S(=O)(=O)c2ccc(Cl)cc2)Oc2ccc(NC(=O)CCCN(C)C)cc2C1=O
→ 6.5 | -9.3
- C[C@@H]1CN([C@@H](C)CO)C(=O)c2cccc(NC(=O)c3ccncc3)c2O[C@@H]1CN(C)Cc1ccc(C(F)(F)F)cc1
→ -1.0 | -0.5
- COc1cccc(-c2ccc3n(c2=O)C[C@@H]2[C@@H](CO)[C@H](C(=O)NC4CCC4)[C@H]3N2C)c1
→ -1.7 | -2.4
- C/C=C/c1cnc2c(c1)C(=O)N([C@@H](C)CO)C[C@H](C)[C@H](CN(C)C(=O)Nc1ccc(OC)cc1)O2
→ -4.1 | 0.1
- C[C@H](CO)N1C[C@H](C)[C@H](CN(C)S(=O)(=O)c2cccs2)Oc2ncc(/C=C/c3ccccc3)cc2C1=O
→ -2.0 | 0.7

More results follow.
Results follow in this order: Mtb BioA inh | TcdB GH inh
- C[C@H]1CN([C@@H](C)CO)C(=O)c2cc(NC(=O)NC3CCCCC3)ccc2O[C@H]1CN(C)S(=O)(=O)c1cccs1
→ 5.6 | 0.4
- C/C=C/c1ccc([C@@H]2[C@@H](CO)N3CCCCN(S(=O)(=O)c4ccc(F)cc4)C[C@@H]23)cc1
→ -1.8 | -0.5
- COc1cccc(C(=O)Nc2ccc3c(c2)OC[C@@H](C)N(C(C)=O)C[C@H](C)[C@H](OC)CN(C)C3=O)c1
→ -0.1 | -0.2
- CC(C)NC(=O)Nc1cccc2c1O[C@@H](CN(C)S(C)(=O)=O)[C@@H](C)CN([C@H](C)CO)C2=O
→ -1.3 | -0.1
- C[C@@H]1CN([C@H](C)CO)C(=O)c2cc(NS(=O)(=O)c3cccs3)ccc2O[C@@H]1CN(C)S(=O)(=O)c1cn(C)cn1
→ 5.5 | 0.2
- C[C@H](CO)N1C[C@H](C)[C@H](CN(C)CC2CCOCC2)Oc2cc(C#C[C@@H](C)O)ccc2S1(=O)=O
→ 0.6 | 0.0
- CO[C@H]1CN(C)C(=O)c2ccc(NS(C)(=O)=O)cc2OC[C@H](C)N(C(=O)C2CCCC2)C[C@H]1C
→ 5.9 | -0.1
- C[C@@H]1CN([C@H](C)CO)C(=O)c2c(c3ccccc3n2C)-c2ccccc2CO[C@H]1CN(C)C
→ -1.0 | -22
- CN1c2ccc(-c3ccccc3F)cc2[C@H]2[C@H](CCN2C(=O)CN2CCOCC2)[C@@H]1CO
→ 7.0 | 1.4
- COc1ccc(S(=O)(=O)N(C)C[C@H]2Oc3cc(-c4ccccc4OC)ccc3S(=O)(=O)N([C@H](C)CO)C[C@@H]2C)cc1
→ -2.7 | 0.5
- O=C(CC1CC1)N1[C@H](CO)[C@@H]2c3ccccc3N(S(=O)(=O)c3ccc(F)cc3)C[C@@H]21
→ -2.4 | -0.1
- Cc1noc(C)c1NC(=O)N[C@H]1CC[C@@H](CC(=O)NCc2ccc(Cl)c(Cl)c2)O[C@@H]1CO
→ 4.2 | -1.1
- CCCNC(=O)N1[C@@H](CO)[C@@H](c2ccccc2)[C@@H]1CNC(=O)c1ccccc1
→ 0.6 | 0.4
- O=C(NCC[C@H]1CC[C@@H](NC(=O)c2cccnc2)[C@H](CO)O1)Nc1ccc(C(F)(F)F)cc1
→ -0.2 | 0.5
- O=C(C[C@@H]1CC[C@H]2[C@@H](COC[C@@H](O)CN2C(=O)Nc2ccccc2)O1)NCCc1ccncc1
→ 0.3 | -0.1
- C[C@H]1CN([C@@H](C)CO)C(=O)c2cccc(NC(=O)c3nc4ccccc4s3)c2O[C@@H]1CN(C)C(=O)Nc1ccc(F)cc1
→ 0.2 | 0.5

These rows are one share of the data; rates above refer to the full screens.
